Screens: PubChem, several laboratories
TRPC4 act – activators of mouse TRPC4 channel. Q9QUQ5. HEK293 TRPC4beta/mu-opioid, Fluo4 calcium fluorescence; active compounds read high. B-score at 10 µM. 310,000 compounds, 0.49% hits. AID 2237;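 active = B-score above 5 SD of library B-scores, and initial fluorescence ratio not above library mean plus 5 SD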;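 note: positive B-score marks a calcium rise read as TRPC4 activation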
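Assay system: HEK293 stable line with TRPC4beta plus mu-opioid receptor; schedule: 45 min room-temperature Fluo4 loading, 110 s read; technique: kinetic Fluo4 calcium fluorescence; evaluation: integrated baseline-normalised fluorescence ratio, converted to per-well B score; controls: buffer (low) and maximal DAMGO (high)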
KCNQ1 act – human KCNQ1 channel potentiation or activation. P51787. CHO-K1 KCNQ1, thallium flux FluxOR fluorescence; active compounds read high. B-score at 10 µM. 310,000 compounds, 0.35% hits. AID 2648;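 active = fluorescence ratio B-score, a plate-corrected score, at least three library SD, with initial intensity B-score within 5 SD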
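System: CHO-K1 cells stably expressing KCNQ1 / Medium: assay buffer for compound exposure, DMSO matched across wells / Reagent: thallium- and potassium-containing depolarizing buffer / Compound: one concentration, matched DMSO / Incubation: 20 min compound pretreatment at room temperature / Measured by: kinetic FluxOR fluorescence, 10 s baseline plus 110 s post-stimulus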
HDAC3 inhib – blocks human histone deacetylase 3; O15379; recombinant HDAC3, fluorogenic peptide/trypsin coupled, fluorescence; inhibition, % at 8.3 µM; 320,000 compounds, 0.15% hits; AID 2718; in the data active = inhibition above about 26%, passing the limit was not always enough; inconclusive = no clear call, values can overlap the other calls
hERG rescue – hERG (human) protection from proarrhythmic block; activation (rescue from dofetilide block), less the hit threshold, % at 10 µM; 310,000 compounds, 0.51% hits; Q12809; CHO-hERG, FluxOR thallium flux, dofetilide IC70 present;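 active = activation above the mean of controls blocked by dofetilide plus 5 SD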;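 note: thallium influx through hERG after potassium depolarization seen as dye fluorescence rise; in these data hits start at about 4.7%; inactives centre near -7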
KCNQ1 block – human KCNQ1 channel inhibition | CHO-K1 KCNQ1, FluxOR thallium flux fluorescence; active compounds read high | AID 2642 | 310,000 compounds, 1.3% hits | B-score at 10 µM;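 active = compounds whose thallium flux B-score, printed positive for inhibition, exceeds three library SD while starting fluorescence stays within three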;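 note: channel opened by potassium depolarization with thallium stimulus after 20 min compound exposure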
ANO1 block – mouse TMEM16A channel inhibition, primary screen; Q8BHY3; HEK293 TMEM16A/YFP iodide influx fluorescence, ionomycin; normalized B-score (activity score, 25-100; higher = stronger inhibition) at 10 µM; 310,000 compounds, 1.2% hits; AID 588511;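 active = ratio plate-corrected score three or more library SD toward inhibition, starting fluorescence score within five deviations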;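 note: score derived from kinetic fluorescence span divided by baseline fluorescence per well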
Target sequence (Q8BHY3 whole entry, looked up): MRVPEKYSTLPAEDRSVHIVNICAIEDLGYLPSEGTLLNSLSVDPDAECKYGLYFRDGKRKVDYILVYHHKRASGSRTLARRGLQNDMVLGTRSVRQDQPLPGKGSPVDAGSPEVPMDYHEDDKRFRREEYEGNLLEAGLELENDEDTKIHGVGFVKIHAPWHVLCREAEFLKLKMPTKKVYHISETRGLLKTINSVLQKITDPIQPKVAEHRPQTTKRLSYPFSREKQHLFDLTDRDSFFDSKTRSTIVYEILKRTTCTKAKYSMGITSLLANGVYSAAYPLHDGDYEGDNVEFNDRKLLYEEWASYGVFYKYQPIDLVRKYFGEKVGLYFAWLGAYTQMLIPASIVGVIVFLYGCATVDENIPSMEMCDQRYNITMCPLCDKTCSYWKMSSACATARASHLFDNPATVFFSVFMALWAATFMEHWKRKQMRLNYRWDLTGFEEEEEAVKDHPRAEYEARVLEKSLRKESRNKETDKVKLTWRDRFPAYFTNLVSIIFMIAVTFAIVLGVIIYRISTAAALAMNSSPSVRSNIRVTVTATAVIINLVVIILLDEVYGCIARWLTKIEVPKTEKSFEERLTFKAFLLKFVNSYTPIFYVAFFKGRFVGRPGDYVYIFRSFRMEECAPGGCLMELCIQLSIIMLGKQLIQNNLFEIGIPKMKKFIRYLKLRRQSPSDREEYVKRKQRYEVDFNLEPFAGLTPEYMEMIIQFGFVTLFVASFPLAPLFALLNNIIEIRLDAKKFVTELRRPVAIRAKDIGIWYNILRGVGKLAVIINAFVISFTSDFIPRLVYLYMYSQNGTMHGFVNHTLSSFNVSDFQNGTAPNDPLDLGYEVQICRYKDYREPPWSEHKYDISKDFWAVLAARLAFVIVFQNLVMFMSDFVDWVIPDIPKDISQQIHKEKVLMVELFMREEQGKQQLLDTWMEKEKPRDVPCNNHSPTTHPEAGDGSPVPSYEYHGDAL
KCNK3 block – human KCNK3 channel inhibition, primary screen | B-score at 10 µM | CHO-KCNK3 thallium flux, FluxOR fluorescence; active compounds read low | O14649 | 340,000 compounds, 0.84% hits;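 active = B-score under library mean minus 4 SD, starting fluorescence ratio at most library mean plus 5 SD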;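 note: more negative B-score means stronger inhibition of thallium flux through KCNK3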
ANO1 activ – mouse TMEM16A channel activation, primary screen; HEK293 TMEM16A/YFP-H148Q/I152L, iodide quench fluorescence; active compounds read low; B-score at 10 µM; 340,000 compounds, 0.3% hits;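 active = fluorescence-ratio B-score plate-corrected deviation score at least 3 library SD below zero, with starting fluorescence score within 5 deviations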;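 note: channel opened by trigger with iodide after compound preincubation; score built on the fluorescence ratio of max minus min over baseline; more negative score means more quench and so TMEM16A activation or potentiation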
TRPC4 PAM – allosterically enhances the mouse TRPC4 cation channel. Q9QUQ5. HEK293 TRPC4beta/mu-opioid, DAMGO EC20, Fluo-4 Ca2+ flux; active compounds read high. B-score at 10 µM. 310,000 compounds, 0.42% hits. AID 2227;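 active = B-score of calcium response area above 5 SD of library B-scores, with initial fluorescence ratio within 5 SD of library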;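 note: B-score of integrated fluorescence ratio over time as area under calcium response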
DYRK1A inh – Dyrk1A (rat) kinase inhibition | ADP-Glo luminescence, NFATc1 peptide | inhibition, % at 12.5 µM | 310,000 compounds, 0.43% hits | AID 504441; in the data active = inhibition above about 50%;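 note: plate controls were vehicle with enzyme for no effect and no enzyme for full effect; many of its hits are not listed in these tables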
KCNK9 inh – inhibitors of human KCNK9 two-pore domain potassium channel | 310,000 compounds, 1.2% hits | B-score at 10 µM | HEK293 KCNK9, FluxOR thallium flux fluorescence; active compounds read low | Q9NPC2;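 active = ratio B-score over 3 SD below the library mean, with starting fluorescence within 5 SD of its mean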;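 note: negative B-score means less thallium flux so channel inhibition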
* marks the source's active call; other numbers are inactive results; i = inactive; u = inconclusive; x = no result given. These rows are one share of the data; count on the stated rates, not on these rows.

SMILES	TRPC4 act	KCNQ1 act	HDAC3 inhib	hERG rescue	KCNQ1 block	ANO1 block	KCNK3 block	ANO1 activ	TRPC4 PAM	DYRK1A inh	KCNK9 inh
NC(=O)CN1C(=O)C(O)(CC(=O)/C=C\c2ccc3c(c2)OCO3)c2ccccc21 (stereo not drawn)	i	i	-5	-18	i	i	i	i	i	1	i
Cn1c(=O)c([N+](=O)[O-])c(NCc2ccc3c(c2)OCO3)c2ccccc21	i	i	1	-4	i	i	i	i	i	5	i
COc1ccc(CC(=O)Nc2ccc(S(=O)(=O)Nc3cc(OC)nc(OC)n3)cc2)cc1	i	i	3	-5	i	i	i	i	i	1	i
O=c1c(Br)c(N2CCCCC2)cnn1-c1ccccc1	i	i	9	1	i	i	i	i	i	2	i
CS(=O)(=O)NCCNc1ccc(Cl)cc1[N+](=O)[O-]	i	i	3	-4	i	i	i	i	i	7	i
COc1ccccc1C(=O)C1CCCN(C(=O)c2cccc(Cn3cccn3)c2)C1 (stereo not drawn)	i	i	-5	-8	i	i	i	i	i	2	i
COC(=O)C1(C(=O)OC)NOC2C(=O)N(N(C)c3ncc(C(F)(F)F)cc3Cl)C(=O)C21 (stereo not drawn)	i	i	6	-3	i	i	i	i	i	-4	i
COC(CC(=O)NNC(=S)Nc1ccc(Cl)cc1)OC	i	i	1	-8	i	i	i	i	i	-6	i
O=C(N/N=C1\CCCc2ccccc21)c1ccc([N+](=O)[O-])cc1Cl	i	i	-3	-12	i	i	i	i	i	6	i
S=c1[nH]nc(-c2ccncc2)n1/N=C/C=C/c1ccccc1	i	i	u	-15	i	i	i	i	i	x	i
Cc1ccc(C2(c3ccc(C)cc3)CC2C(=O)NCc2cccnc2)cc1 (stereo not drawn)	i	i	6	-7	i	i	i	i	i	-8	i
O=C(COC(=O)/C=C/c1ccco1)Nc1ccccc1	i	i	19	-4	i	i	i	i	i	x	i
Cc1cc(C(=O)CN2C(=O)C(=O)N(C3CCCC3)C2=O)c(C)n1-c1ccc(F)cc1	i	i	4	-14	i	i	i	i	i	x	i
CS(=O)(=O)N(CC(=O)NCc1ccc2c(c1)OCO2)c1ccccc1	i	i	-5	-7	i	i	i	i	i	6	i
CCN(CC(=O)Nc1ccc(NC(C)=O)cc1)C(=O)/C=C/c1cn(-c2ccccc2)nc1-c1ccc(C)cc1	i	i	-4	-8	i	i	i	i	i	-1	i

Part of the list above, showing only DYRK1A inh and ANO1 activ.
| Compound | DYRK1A inh | ANO1 activ |
| --- | --- | --- |
| S=c1[nH]nc(-c2ccncc2)n1/N=C/C=C/c1ccccc1 | x | i |
| Cc1ccc(C2(c3ccc(C)cc3)CC2C(=O)NCc2cccnc2)cc1 (stereo not drawn) | -8 | i |

Entries of single compounds from above. Values in the order: TRPC4 act	KCNQ1 act	HDAC3 inhib	hERG rescue	KCNQ1 block	ANO1 block	KCNK3 block	ANO1 activ	TRPC4 PAM	DYRK1A inh	KCNK9 inh
Cc1ccc(C2(c3ccc(C)cc3)CC2C(=O)NCc2cccnc2)cc1 (stereo not drawn) as listed: i	i	6	-7	i	i	i	i	i	-8	i
O=C(COC(=O)/C=C/c1ccco1)Nc1ccccc1 as listed: i	i	19	-4	i	i	i	i	i	x	i
O=c1c(Br)c(N2CCCCC2)cnn1-c1ccccc1 as listed: i	i	9	1	i	i	i	i	i	2	i
CS(=O)(=O)N(CC(=O)NCc1ccc2c(c1)OCO2)c1ccccc1 as listed: i	i	-5	-7	i	i	i	i	i	6	i
Cc1cc(C(=O)CN2C(=O)C(=O)N(C3CCCC3)C2=O)c(C)n1-c1ccc(F)cc1 as listed: i	i	4	-14	i	i	i	i	i	x	i

Next section.
SMILES	TRPC4 act	KCNQ1 act	HDAC3 inhib	hERG rescue	KCNQ1 block	ANO1 block	KCNK3 block	ANO1 activ	TRPC4 PAM	DYRK1A inh	KCNK9 inh
Cc1nn(CC(=O)N2CCCC2)c(=O)c2cc3cc(F)ccc3n12	i	i	3	-6	i	i	i	i	i	9	i
CCC(C(=O)OCCN(CC)CC)c1ccccc1 (stereo not drawn)	i	i	-4	-3	i	i	i	i	i	8	i
Cc1onc(-c2c(Cl)cccc2Cl)c1C(=O)NC(=S)N1CCOCC1	i	i	-5	-6	i	i	i	i	i	x	i
O=C(N/N=C/c1ccco1)c1cccc(NC(=O)c2cccc(Cl)c2)c1	i	i	8	-16	i	i	i	i	i	8	i
C=CCNC(=O)C1CCN(S(=O)(=O)c2cccs2)CC1	i	i	-13	-13	i	i	i	i	i	-5	i
Cc1cccc(CN2CCN(CC(=O)O)C2=O)c1	i	i	x	-7	i	x	i	i	i	4	i
OC(COCC1COc2ccccc2O1)CN1CCCCC1 (stereo not drawn)	i	i	4	-4	i	i	i	i	i	2	i
Cc1ccc2c(CN(C)Cc3ccc(OC(F)F)cc3)cc(=O)oc2c1C	i	i	7	-21	11*	i	-10*	i	i	-1	i
O=C(c1cc(-c2cccc(Cl)c2)nc2ccccc12)N1CCN(c2ccccn2)CC1	i	i	-2	-9	6*	i	-9.9*	i	i	3	i
O=[N+]([O-])c1cccc(CN2C[C@@]34C=C[C@@H](C[C@@H]3S2(=O)=O)O4)c1	i	i	5	-8	i	i	i	i	i	-1	i
O=C(Nc1nc2c(s1)CCc1ccccc1-2)c1ccco1	i	i	14	-12	i	i	i	i	i	44	i
Cc1nc2ccc(S(=O)(=O)NCC(=O)N3CCC(C)CC3)cc2s1	i	i	2	-4	i	i	i	i	i	10	i
C/C(CC(=O)Nc1ccccc1Br)=N\NC(=O)C(=O)N1CCCC1	i	i	3	-9	i	i	i	i	i	2	i
COC(=O)C1=C(C)N(Cc2ccccc2)C(=O)/C1=C\c1ccco1	i	i	4	-6	i	i	i	i	i	1	i
Cc1cc(SCC(=O)N(C)C2CCS(=O)(=O)C2)nc2c(C)cccc12 (stereo not drawn)	i	i	4	-13	i	i	i	i	i	-5	i
O=C(Nc1ccc(Oc2cccc(C(F)(F)F)c2)nc1)c1ccccc1	i	i	-11	-6	i	i	i	i	i	-9	i
CC(=O)Nc1ccc(NC(=S)NC(=O)c2cc3ccccc3o2)cc1	i	i	-2	-6	i	i	i	i	i	-3	i
CCOc1ccc(N(C)S(=O)(=O)c2cc(-c3cc(C)no3)ccc2OC)cc1	i	i	6	-6	i	i	i	i	i	-5	i
C/C=C(/C)C(=O)O[C@@H]1c2c(ccc3ccc(=O)oc23)O[C@@H]1C(C)(C)OC(C)=O	i	i	-8	-9	i	i	i	i	i	7	i
Cc1ccc(C)c(OCCCC(=O)Nc2ccccc2C(N)=O)c1	i	i	-2	-10	i	i	i	i	i	0	i
CC1(C)CC2(CCO1)OC(=O)CC2C(=O)Nc1cccc2ccccc12 (stereo not drawn)	i	i	-2	-9	i	i	i	i	i	2	i
CC1CCN(CCC(=O)Nc2nccs2)CC1	i	i	-1	-12	i	i	i	i	i	-5	i
O=C(Nc1ccccc1)c1ccc(S(=O)(=O)NCc2cccnc2)cc1	i	i	1	-6	i	i	i	i	i	-10	i
CC(C)c1nc2ccc(Br)cn2c1NC1CCCC1	i	i	-2	-13	i	i	i	i	i	-2	i
Cn1c(SCc2ccccc2C#N)nc2ccccc2c1=O	i	i	-2	-8	i	i	i	i	i	7	i
COc1cc(/C=C2\SC(=S)N(NC(=O)c3ccccc3OC)C2=O)ccc1O	i	i	-2	-11	i	i	i	i	i	4	i
O=C1CCCN2N=C(SCC(=O)N3CCCCC3)SC2=N1	i	i	5	-4	i	i	i	i	i	x	i
COc1ccc(CCNC(=O)c2ccc(CS(=O)(=O)Cc3cccc(C)c3)o2)cc1OC	i	i	-1	-10	i	i	i	i	i	2	i
COc1ccc(S(=O)(=O)N2CCCC(C(=O)NCc3ccccn3)C2)cc1Cl (stereo not drawn)	i	i	-11	-7	i	i	i	i	i	7	i
CCc1cc2cc(OC)ccc2nc1SCC(=O)Nc1cc(OC)c(OC)cc1C(=O)O	i	i	2	1	i	i	i	i	i	x	i
CCCCCCCNC(=O)CC(NS(=O)(=O)c1ccc(NC(C)=O)cc1)C(C)C (stereo not drawn)	i	i	-3	-9	i	i	i	i	i	x	i
CC(=O)Nc1ccc2nc(NC(=O)COc3ccccc3)sc2c1	i	i	3	-2	i	i	i	i	i	5	i
C/C(=N\NC(=O)C1CC1(C)c1ccccc1)c1ccco1 (stereo not drawn)	i	i	12	-9	i	i	i	i	i	7	i
Cn1nnnc1SCC(=O)Nc1ccccc1-c1ccccc1	i	i	0	-11	i	i	i	i	i	1	i
Cc1c(Cl)cccc1NC(=O)CNc1cccc(C(F)(F)F)c1	i	i	4	-2	i	i	i	i	i	5	i
CCOc1cc(C#N)c(NC(=O)c2ccnn2C)cc1OCC	i	i	-4	-3	i	i	i	i	i	-8	i
CCOC(=O)C1=C(C)N=c2s/c(=C/c3cccc(OCC(=O)O)c3)c(=O)n2C1c1ccc(F)cc1 (stereo not drawn)	i	i	1	-17	i	i	x	x	i	x	i
N#C/C(=C/c1ccc2c(c1)OCO2)C(=O)Nc1ccc(O)cc1	i	i	8	-9	i	i	i	i	i	0	i
CC1=C(C(=O)Nc2ccccn2)C(c2ccc(Br)cc2)n2ncnc2N1 (stereo not drawn)	i	i	-1	-16	i	i	i	i	i	-2	i
CCOC(=O)C1CCCN(C(=O)c2cnn3c(C(F)F)cc(-c4ccc(C)cc4)nc23)C1 (stereo not drawn)	i	i	5	-12	i	i	i	i	i	-1	i
Cc1ccc2nc(Cl)c(CN(Cc3cccs3)C(=O)C3CC3)cc2c1	i	i	-1	-9	i	i	i	i	i	1	i
N#Cc1c2n(c3c(=O)[nH]cnc13)CCCC2	i	i	-3	-5	i	i	i	i	i	2	i
Cc1nn(-c2ccccc2)c(C)c1-c1nnc(-c2c(C)nn(-c3ccccc3)c2C)o1	i	i	-4	-13	i	i	i	i	i	5	i
O=C(O)c1ccc2nc(C(F)(F)F)[nH]c2c1	x	x	5	x	x	i	i	i	x	1	x
C/C=C/c1ccc(OCCn2nnc3ccccc32)c(OC)c1	i	i	-2	-9	i	i	i	i	i	-3	i
c1ccc(-c2nnc(SCc3nc4ccccc4[nH]3)o2)cc1	i	i	9	-11	i	25*	i	i	i	0	i
CCCCSCCCNC(=O)Nc1cccc(OC)c1	i	i	-5	-5	i	i	i	i	i	5	i
